KDM5B inh: inhibitors of human KDM5B histone demethylase. Q9UGL1. KDM5B demethylase, FDH-coupled NADH fluorescence (FDH is formaldehyde dehydrogenase). Potency, µM (top dose mostly 57.7 µM), for the others: at the top dose activity change, negative = inhibition, hits mostly inhibitors. 220,000 compounds, 2.6% hits. AID 1347165; active = well fitted inhibition curve with a large enough effect; inconclusive = small, poorly fitted or top-dose-only effect; inactive = no such curve, though single readings can be large or run the other way; note: 0% is about no effect; nearly all actives have a fitted effect of over 70% in size
Target sequence (Q9UGL1 whole entry, looked up): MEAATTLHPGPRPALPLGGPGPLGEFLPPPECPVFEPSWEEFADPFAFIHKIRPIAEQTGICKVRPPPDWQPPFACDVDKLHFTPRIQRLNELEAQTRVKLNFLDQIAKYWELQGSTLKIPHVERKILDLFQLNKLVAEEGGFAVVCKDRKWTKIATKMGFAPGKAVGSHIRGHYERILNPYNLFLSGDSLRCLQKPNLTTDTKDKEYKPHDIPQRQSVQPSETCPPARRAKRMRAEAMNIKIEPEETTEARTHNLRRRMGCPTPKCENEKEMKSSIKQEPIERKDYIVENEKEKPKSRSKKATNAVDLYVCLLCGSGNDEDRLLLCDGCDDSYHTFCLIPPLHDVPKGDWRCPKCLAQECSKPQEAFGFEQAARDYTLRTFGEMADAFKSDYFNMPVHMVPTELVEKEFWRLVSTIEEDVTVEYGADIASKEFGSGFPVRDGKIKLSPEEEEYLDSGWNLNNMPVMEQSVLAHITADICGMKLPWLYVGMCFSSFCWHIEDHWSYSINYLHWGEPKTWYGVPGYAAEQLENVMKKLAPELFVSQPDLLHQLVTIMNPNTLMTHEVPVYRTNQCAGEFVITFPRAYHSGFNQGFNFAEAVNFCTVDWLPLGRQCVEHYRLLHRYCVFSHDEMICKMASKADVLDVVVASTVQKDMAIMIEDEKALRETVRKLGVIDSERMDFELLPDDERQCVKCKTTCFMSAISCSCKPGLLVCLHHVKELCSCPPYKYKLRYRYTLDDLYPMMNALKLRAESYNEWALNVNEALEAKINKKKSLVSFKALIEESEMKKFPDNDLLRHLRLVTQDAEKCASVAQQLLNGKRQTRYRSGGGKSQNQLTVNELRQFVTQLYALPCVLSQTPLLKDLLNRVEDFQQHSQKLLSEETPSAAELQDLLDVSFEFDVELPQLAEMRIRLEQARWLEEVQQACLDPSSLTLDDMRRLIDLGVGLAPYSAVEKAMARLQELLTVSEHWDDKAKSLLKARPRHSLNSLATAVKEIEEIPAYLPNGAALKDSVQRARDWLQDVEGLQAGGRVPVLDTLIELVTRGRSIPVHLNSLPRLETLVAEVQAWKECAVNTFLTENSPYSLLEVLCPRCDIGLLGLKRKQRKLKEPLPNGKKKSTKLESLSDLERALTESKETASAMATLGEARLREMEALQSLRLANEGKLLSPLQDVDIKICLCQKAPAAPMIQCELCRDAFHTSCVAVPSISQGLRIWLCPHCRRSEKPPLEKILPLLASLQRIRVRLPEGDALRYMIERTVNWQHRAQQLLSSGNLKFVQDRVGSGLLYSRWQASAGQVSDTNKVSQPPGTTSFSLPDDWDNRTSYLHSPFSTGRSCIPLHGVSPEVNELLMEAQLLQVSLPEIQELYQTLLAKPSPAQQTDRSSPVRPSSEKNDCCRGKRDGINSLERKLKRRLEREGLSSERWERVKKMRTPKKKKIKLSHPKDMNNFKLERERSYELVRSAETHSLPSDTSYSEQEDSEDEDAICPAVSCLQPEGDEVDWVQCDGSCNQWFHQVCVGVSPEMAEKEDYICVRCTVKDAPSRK
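Measured: NADH fluorescence change, 30 min, RT. System: KDM5BΔAP 200 nM final, H3K4me3 peptide, α-KG, Fe(II), ascorbate, NAD⁺ plus FDH, pH 7.5 HEPES. Compounds: titrated, 10 min pre-incubation with enzyme.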
* = called active by the depositor; i = inactive; ? = inconclusive; & = joins results of further samples; [ ] = remark or other dose. Potency is the fitted concentration of half-maximal effect. An excerpt, so the mix of outcomes need not match the whole.

entry	mol	KDM5B inh
1	CNC(=O)[C@H]1C[C@H](Oc2cccnc2)CN1C(=O)Nc1ccccc1	6.8%
2	COc1cc(OC)cc(C(=O)Nc2ccc(N3CCCC3)nc2)c1	-21.6%
3	O=C(O)CC/C(=N/NC(=O)c1ccc(-c2ccccc2)cc1)c1ccccc1	-10.8%
4	N#CC(C(=O)Nc1ccccc1Cl)C(=O)c1ccccc1Cl (centres undefined)	-3.3%
5	Cc1cc(=O)[nH]c2nnc(-c3ccc(Br)cc3)n12	28.6%
6	O=S(=O)(c1cccs1)N1CCCC2(C1)Nc1cccnc1NC2=NC1CCCC1 (centres undefined)	11.2µM*
7	CC(=O)c1ccc(N2CCN(c3ncnc4c3c(-c3ccccc3)cn4-c3ccc(C)c(Cl)c3)CC2)cc1	-21.0%
8	COc1ccc(N2CC(NC(=O)c3ccc(S(=O)(=O)N4CCCCC4)cc3)CC2=O)cc1 (centres undefined)	?
9	O=C(Cn1ccc2ccccc21)NCc1ccc(Cl)cc1	14.0%
10	Cc1ccc(-c2nnnn2-c2ccccc2C(=O)O)cc1	3.4%
11	NC(=O)C1CCN(C(=O)c2ccc3c(c2)CCN3S(=O)(=O)c2ccc(Cl)cc2)CC1	14.0%
12	Cc1ccc(/C=C/C(=O)NCC(C)(C)CNC(=O)/C=C/c2ccc(C)o2)o1	?
13	CCc1ccc(OCC(=O)O/N=C(\N)c2ccccn2)cc1	-2.5%
14	CCN(C(=O)C1CCC(CNS(=O)(=O)c2cccc3nsnc23)CC1)c1cccc(C)c1 (centres undefined)	-16.8%
15	O=C(Cn1c(=O)n(-c2ccc(Cl)cc2)c(=O)c2c3c(sc21)CCC3)c1ccc(F)cc1	?
16	Cc1ccc(OCCC2CCN(C(=O)Cc3cccnc3)C2)cc1 (centres undefined)	27.4%
17	C[C@@H]1CN(C(=O)c2cccc(N3CCNC3=O)c2)C[C@@]1(O)C1CC1	24.4%
18	CCC(C(=O)Nc1cc(OC)cc(OC)c1)n1nc(-c2ccc(C)c(C)c2)ccc1=O (centres undefined)	?
19	CC1CCC2(CC1)NC(=O)N(CC(=O)NCCc1ccc(Cl)cc1)C2=O (centres undefined)	20.8%
20	COc1ccc(OCc2nc(C(=O)N3CCC4(CCCN(C)C4=O)C3)co2)cc1 (centres undefined)	-16.9%
21	CCn1c(SCC(=O)Nc2oc(C)c3c(C)n[nH]c(=O)c23)nnc1C1CC1	4.1%
22	CN(C(=O)CSc1nc2ccc(NC(=O)c3ccco3)cc2s1)c1ccccc1	-6.5%
23	O=C(CS(=O)(=O)c1ccc(N2CCCC2=O)cc1)N1CCOCC1	18.3%
24	Cc1ccc(C(=O)NC(C(=O)N2CCCC2)C2CCN(C(=O)CC(C)C)CC2)cc1 (centres undefined)	-10.9%
25	CCN1CCN(Cc2nc3cc(NC(=O)c4cc(OC)c(OC)c(OC)c4)ccc3n2CC)CC1	-5.8%
26	CCOC(=O)c1sc(CS(=O)(=O)c2ccc(Cl)cc2)nc1C	-5.3%
27	CC(C)OCCCNC(=O)c1cc(Nc2cccc(C(F)(F)F)c2)nc2ccccc12	?
28	COc1ncccc1-c1nc(N2CCOCC2)cc2c1CN(CC(F)(F)F)C2=O	?
29	COC(=O)C1=CNC=C(C(=O)OC)C1c1ccc(C(F)(F)F)cc1	i
30	Cc1nc(-c2nc(C(=O)NNS(C)(=O)=O)cs2)cs1	37.6%
31	CN(CCc1noc(-c2ccccc2)n1)S(=O)(=O)c1cccc2nsnc12	-18.0%
32	C/C(c1cccs1)=[N+](\[O-])C(C)/C(=N/O)c1cccs1 (centres undefined)	-6.4%
33	CO[C@H]1C(=O)N(C2CCN(C(=O)c3cccc4[nH]ccc34)CC2)[C@H]1c1ccncc1	25.1µM*
34	c1ccc2c(-c3nn4c(C5CCCCC5)nnc4s3)c[nH]c2c1	4.7%
35	O/N=C/c1cccs1	22.5%
36	CC(C)NCc1ccc(-c2ccc(C(C)O)cc2)o1 (centres undefined)	20.6%
37	C[S+](=O)([O-])Nc1cccc(Nc2cnc3ccc(-c4ccc(F)cc4)nn23)c1	-8.5%[86.2 µM]
38	CCOC(=O)c1ccc(NC(=O)Cn2nc3n(c2=O)CCCC3)cc1	4.7%
39	CCn1nccc1C(=O)N1c2ccccc2CC1c1nnc(C2CC2)o1 (centres undefined)	-2.6%
40	Cc1onc(-c2ccccc2)c1C(=O)NC1CCOC2(CCOCC2)C1 (centres undefined)	23.9%
41	COc1cccc(C(=O)OCc2nc3ccccc3o2)c1	5.2%
42	COc1ccc(CCNC(=O)c2ccc(N3CC4CC(C3)[C@H]3CCCC(=O)N3C4)nc2)cc1OC (some centres undefined)	?
43	COc1ccccc1C(=O)N1CCC2(CC1)CN[S+](=O)([O-])c1ccccc1N2	-16.5%
44	CCN(CC)C(=O)Cn1c(=O)n(CCCCCC(=O)NCc2ccccc2Cl)c(=O)c2sccc21	-38.6%
45	O=C(CN1CCOCC1)N1CCC(N2C(=O)C3(CCCCC3)C2c2ccccc2)CC1 (centres undefined)	17.6%
46	Cc1sc2c(c1C)c(=O)n(CCc1ccccc1)c(=O)n2Cc1ccc(C(C)(C)C)cc1	12.7%
47	CCOc1ccccc1CNC(=O)CCn1ccc2cc(S(=O)(=O)N3CCC(C)CC3)ccc21	-14.4%
48	O=S(=O)(c1ccccc1)c1nnn2c1nc(N1CCN(c3ccccc3)CC1)c1cc(Cl)ccc12	-30.9%
49	CC1(COc2ccccc2)COc2ccc(C(=O)Nc3ccccc3)cc2N1 (centres undefined)	?
50	CCCCn1c(C(C)NC(=O)OCc2ccccc2)nc2cccnc21 (centres undefined)	-16.2%
51	CNC(=S)NNC(=O)c1ccccc1	-8.9%
52	Cc1ccc(CC(=O)N2CCC(n3cc(-c4nc(C)no4)nn3)CC2)cc1	-16.8%
53	C/C(=N\NC(=O)Cn1ccc(C(F)(F)F)n1)c1ccc(N2CCOCC2)cc1	?
54	Cc1ccc(C)c(CNC(=O)c2sc3ncnc(N(C)C4CCCCC4)c3c2C)c1	-21.9%
55	O=C(CSc1nc(-c2cccc(Cl)c2)cc(=O)[nH]1)Nc1oncc1-c1ccccc1	2.1%
56	CCN(C(=O)C(Cc1ccccc1)NS(=O)(=O)c1cccc2nsnc12)c1ccccc1 (centres undefined)	-23.0%

3 compounds already listed, ordered by the number in KDM5B inh, falling:
entry	mol	KDM5B inh
51	CNC(=S)NNC(=O)c1ccccc1	-8.9%
52	Cc1ccc(CC(=O)N2CCC(n3cc(-c4nc(C)no4)nn3)CC2)cc1	-16.8%
54	Cc1ccc(C)c(CNC(=O)c2sc3ncnc(N(C)C4CCCCC4)c3c2C)c1	-21.9%

The listing continues:
entry	mol	KDM5B inh
57	COc1ccccc1Nc1nc2nccc(-c3ccccc3OC)c2c(=O)[nH]1	4.9%
58	CCN(CC1CCOC1)C(=O)CCc1c(C)c2ccc(OC)cc2oc1=O (centres undefined)	?
59	CCNc1nc2c(c(=O)n(C)c(=O)n2C)n1CC(O)COc1ccccc1C (centres undefined)	18.9%
60	O=C(Cc1cccc2ccccc12)Nc1ccc(N2CCOCC2)c(Cl)c1	-2.6%
61	CS(=O)(=O)c1cccc(C(=O)N(CCc2ccccc2)Cc2ccccc2)c1	10.6%
62	COc1ncccc1-c1ncc2c(n1)OCCN(c1cccc(C(F)(F)F)c1)C2=O	-9.3%[86.2 µM]
63	COc1ccc(Cl)cc1NC(=O)Cn1c(=O)n(Cc2cccs2)c(=O)c2cccnc21	?
64	N#Cc1cccnc1N1CCCC(CO)(Cc2ccc(F)cc2F)C1 (centres undefined)	?
65	CCOC(=O)c1sc(NC(=O)C2c3ccccc3Oc3ccccc32)c(C(=O)OCC)c1C	?
66	CCn1c(COc2ccccc2)nnc1SCC(=O)N1CCc2ccccc2C1	-7.4%
67	CC(C)c1ccc(C(=O)O)c(O)c1	?
68	O=C(Nc1ccc(S(=O)(=O)NC2=NCCCCC2)cc1)c1cc(S(=O)(=O)N2CCOCC2)ccc1F	13.2%
69	O=C(Nc1ccccc1F)C12CC3CC(CC(C3)C1)C2	15.5%
70	Cc1cc(C)cc(NC(=O)[C@H]2O[C@@H]3OC(C)(C)O[C@@H]3[C@H]3OC(C)(C)O[C@H]32)c1	-15.1%
71	CCOc1ccccc1-n1c(Cc2ccc(O)cc2)n[nH]c1=O	20.7%
72	O=C(c1ccc(Cl)cc1Cl)N1CCSCC1	20.3%
73	COCc1nc2nc(-c3ccccc3)c(-c3ccc([S+](C)(=O)[O-])cc3)cc2n1C	35.5µM*
74	N=C(N)c1ccccc1	9.9%
75	CC(CC(=O)NCc1ccc(F)cc1)S(=O)(=O)c1ccc2c(c1)CCN2C(=O)C1CC1 (centres undefined)	-10.1%
76	Oc1ccccc1-n1nc2ccc3nonc3c2n1	4.5%
77	COC(=O)[C@@H]1Cc2c([nH]c3ccccc23)[C@H]2C[C@@H](NCCc3cnc[nH]3)C[C@@H](c3cccc(Cl)c3)N21	8.4%
78	COc1ccc(Cl)cc1N1CC(c2nc3ccccc3n2CC(=O)N(C(C)C)C(C)C)CC1=O (centres undefined)	-6.5%
79	Cc1cccc(-c2nnc3sc(NC(=O)c4ccccc4F)nn23)c1	-2.6%
80	COc1ccccc1N1CCN(S(=O)(=O)c2ccc(F)c(C(=O)Nc3ccc(C)c(F)c3)c2)CC1	?
81	Cc1ccccc1Cn1c2ccccc2c2cnn(CC(=O)NCc3cccc(Cl)c3)c(=O)c21	-36.8%
82	COc1ccc(-c2cc(C(F)(F)F)n3nc(C(=O)Nc4sc5c(c4C(=O)OC(C)C)CCC(C)C5)cc3n2)cc1 (centres undefined)	-25.6%
83	Cc1ccccc1OCC(=O)NCc1nnc2c(-c3nc(C4CC4)no3)cccn12	-22.6%
84	CC(=O)C(C(C)=O)=C1SCCCS1	-6.7%
85	C[C@]1(CO)[C@H]2Cc3sc(NC(=O)c4ccco4)nc3[C@@H](CC(=O)NCCN3CCOCC3)[C@]2(C)CC[C@H]1O	21.5%
86	Cc1[nH]n(C(N)=S)c(=O)c1N=Nc1cccc(Cl)c1	?
87	CC(NC(=O)CCCC(=O)O)C12CC3CC(CC(C3)C1)C2 (centres undefined)	-0.5%
88	CCN1C(=O)C(O)(CC(=O)c2cc(C)c(C)cc2C)c2ccccc21 (centres undefined)	-12.1%
89	Cc1ccc(S(=O)(=O)NC[C@H]2OC[C@@H](NCc3nccn3C)[C@@H]2O)cc1	-1.9%[86.2 µM]
90	Cc1ccc(-c2nc(NC(=O)CSc3ccc4ccccc4n3)ns2)cc1	-26.7%
91	CN1CCN(c2cc(=O)c3ccnc(Nc4ccc(F)c(Cl)c4)c3o2)CC1	-27.1%[86.2 µM]
92	CCCCOc1ccc(C(=O)NCC(=O)NCC(c2cccs2)N2CCOCC2)cc1 (centres undefined)	-17.1%
93	CCCCN(CC)C(=O)Cn1ccn2nc3c(c2c1=O)CCCC3	15.6%
94	CCOc1ccc(CC(=O)Nc2c(C(=O)c3ccc(F)cc3)oc3ccc(Cl)cc23)cc1OCC	?
95	CCOC(=O)Cn1c(=O)n(CC2CCCO2)c2nc(-c3c(F)cccc3Cl)nc(C(N)=O)c21 (centres undefined)	?
96	N#Cc1ccc(-c2cccs2)nc1SCc1ccc(Cl)cc1Cl	?

Brought forward from above: 5 entries, then new ones.
entry	mol	KDM5B inh
92	CCCCOc1ccc(C(=O)NCC(=O)NCC(c2cccs2)N2CCOCC2)cc1 (centres undefined)	-17.1%
93	CCCCN(CC)C(=O)Cn1ccn2nc3c(c2c1=O)CCCC3	15.6%
94	CCOc1ccc(CC(=O)Nc2c(C(=O)c3ccc(F)cc3)oc3ccc(Cl)cc23)cc1OCC	?
95	CCOC(=O)Cn1c(=O)n(CC2CCCO2)c2nc(-c3c(F)cccc3Cl)nc(C(N)=O)c21 (centres undefined)	?
96	N#Cc1ccc(-c2cccs2)nc1SCc1ccc(Cl)cc1Cl	?
97	CCCCCCCCCCCCS(=O)(=O)CCC(=O)O	6.6%
98	Cc1nc(Nc2nc3ccccc3o2)nc(-c2ccc(Cl)cc2)c1C#N	15.2%
99	CNC(=O)CSc1cn(CC(=O)N2CCCCCC2)c2ccccc12	?
100	CCc1ccc(OC(=O)c2ccc(OC)c(I)c2)cc1	18.9%
101	CCCCN1CCN(C(=O)C2(c3ccc(NS(C)(=O)=O)cc3)CCCCC2)CC1	-24.4%
102	O=C(O)c1ccc(CC2CCN(Cc3ccncc3)C2)cc1 (centres undefined)	?
103	O=C(OCC(=O)C12CC3CC(CC(C3)C1)C2)c1ccc([N+](=O)[O-])cc1Cl	19.4%
104	CC1CCCN(S(=O)(=O)c2ccc3oc(=O)ccc3c2)C1 (centres undefined)	12.2%&19.9%
105	Cc1ccc(NC(=O)Cn2c(-c3ccccc3)nc(C)c(CCO)c2=O)cc1Cl	-8.5%
106	CCNC(=O)c1cccc2c1CCN2S(=O)(=O)c1cccc(C)c1	10.0%
107	COCc1noc([C@@H]2CN(S(=O)(=O)Cc3ccc(F)cc3)C[C@H]2C(N)=O)n1	4.6%
108	COc1ccccc1C(=O)Nc1ccccc1OCC1CCCO1 (centres undefined)	0.5%
109	Cc1cc(-c2cccc(COc3ccc4c(cnn4CC[S+](C)(=O)[O-])c3)c2)ccn1	-17.8%[86.2 µM]
110	CC(=O)c1cn(CC(=O)NC2CCCCCC2)c2ccccc12	-13.8%
111	CCn1ncc(C(=O)N[C@@H]2CN(c3ncccn3)C[C@H]2CO)c1C	?
112	CCN(CC)C(=O)Cc1cccn1-c1cccc(Cl)c1	-5.0%
113	O=C(Nc1ccc(Oc2ccccc2)cc1)C1CCN(S(=O)(=O)c2ccc(Cl)cc2)CC1	14.9%
114	COc1ccc(CNC(=O)c2ccc(Cn3ccn4nc5c(c4c3=O)CCCC5)cc2)cc1	?
115	Cc1cc2c(cc3c(SCc4cccc(Cl)c4)nnc(C)n32)o1	?
